Source: PubChem BioAssay
HSF-1 act: increases HSF-1 driven luciferase reporter signal. hit rate 1.7% among 300,000. activation, % at 9 µM. NIH3T3-HGL HSF-1 luciferase reporter, MG132, 8 h; 100% = twice DMSO control signal;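 active = mean replicate activation of at least 50% with a set share of replicates each reaching 50%; inconclusive = only one of those two conditions met; inactive = mean below 50% and too few replicates reaching it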;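 note: 0% = median of the neutral control wells and 100% = twice that signal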
HSF1 inh: HSF1 inhibition; NIH3T3-HGL HSE-luciferase, MG132-induced, luminescence 8 h; active compounds read low; activity change, negative = inhibition, % at 7.5 µM (by protocol); hit rate 0.77% among 300,000;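 active = more than half of replicate wells show activity change below -50%, luminescence cut by over half; inconclusive = some wells, but at most half, below -50%; inactive = no replicate well below -50%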;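 note: luciferase reports HSF-1 transcriptional activity via heat shock element; 0% = median of DMSO wells and -100% = zero luminescence signal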
Platelet DG rel: platelet dense granule release activity; human platelet-rich plasma, SFLLRN dense granule ATP release, luminescence; inhibition, %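 (compounds screened at 7.5 µM in platelet-rich plasma)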; hit rate 0.22% among 300,000;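 active = mean replicate score, as percent of positive control, at or above 50; inconclusive = mean below 50 but at least one replicate at or above 50; inactive = mean and every replicate below 50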
GSK3beta inhib: blocks human GSK3beta kinase activity; P49841; GST-GSK3beta kinase, ADP-Glo luminescence, 60 min; active compounds read low; activity score (negative = inhibition), % at 10 µM; hit rate 0.038% among 300,000; AID 2097;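 active = more than half of replicate wells score below -50%, meaning over 50% inhibition versus plate controls; inconclusive = some replicates but at most half score below -50%; inactive = no replicate scores below -50%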;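 note: 0% = median DMSO wells and -100% = median GW8510 positive control wells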
Target sequence (P49841 whole entry, looked up): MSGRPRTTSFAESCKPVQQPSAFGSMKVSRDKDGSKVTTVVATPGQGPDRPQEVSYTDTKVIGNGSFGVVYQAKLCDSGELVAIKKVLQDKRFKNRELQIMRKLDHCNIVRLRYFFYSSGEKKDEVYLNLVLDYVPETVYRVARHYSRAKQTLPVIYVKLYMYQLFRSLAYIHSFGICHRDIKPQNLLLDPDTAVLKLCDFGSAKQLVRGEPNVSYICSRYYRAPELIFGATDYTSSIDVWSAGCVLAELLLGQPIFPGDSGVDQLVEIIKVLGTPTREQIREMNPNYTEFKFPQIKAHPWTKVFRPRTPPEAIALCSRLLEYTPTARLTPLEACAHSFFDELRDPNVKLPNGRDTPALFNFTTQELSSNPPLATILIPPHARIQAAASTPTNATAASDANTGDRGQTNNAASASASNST
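Assay system: GST-fused GSK3beta enzyme, cell-free / Medium: Tris pH 7.5 buffer with MgCl2, DTT, BSA, heparin / Also added: peptide substrate plus 25 µM ATP (final) / Compound: 10 µM single point / Timing: kinase reaction with compound 60 min at room temperature / Detection: ADP-Glo luminescence / Benchmarks: DMSO neutral wells and GW8510 at 20 µM as positive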
HDAC3 inhib: blocks human histone deacetylase 3; O15379; recombinant HDAC3, fluorogenic peptide/trypsin coupled, fluorescence; inhibition, % at 8.3 µM; hit rate 0.15% among 320,000; in the data active = inhibition above about 26%, passing the limit was not always enough; inconclusive = no clear call, values can overlap the other calls
Target sequence (O15379 whole entry, looked up): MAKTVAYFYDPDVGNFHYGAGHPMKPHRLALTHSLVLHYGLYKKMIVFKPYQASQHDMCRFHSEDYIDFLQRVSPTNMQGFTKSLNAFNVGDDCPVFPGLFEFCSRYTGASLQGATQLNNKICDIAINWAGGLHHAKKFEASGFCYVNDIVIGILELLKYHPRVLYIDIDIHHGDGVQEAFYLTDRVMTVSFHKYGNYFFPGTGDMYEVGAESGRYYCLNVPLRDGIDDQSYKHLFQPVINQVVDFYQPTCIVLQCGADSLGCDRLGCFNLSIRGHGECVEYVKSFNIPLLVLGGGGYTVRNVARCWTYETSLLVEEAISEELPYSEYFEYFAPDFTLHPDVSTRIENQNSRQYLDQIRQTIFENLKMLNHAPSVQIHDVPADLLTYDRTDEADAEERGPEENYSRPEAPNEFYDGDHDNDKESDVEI
DYRK1A inh: Dyrk1A (rat) kinase inhibition | Q63470 | ADP-Glo luminescence, NFATc1 peptide | inhibition, % at 12.5 µM | hit rate 0.43% among 310,000; in the data active = inhibition above about 50%;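 note: plate controls were vehicle with enzyme for no effect and no enzyme for full effect; many of its hits are not listed in these tables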
PolyA inh: yeast polyadenylation inhibition; S. cerevisiae SKY197-pL101 polyadenylation reporter, beta-gal luminescence; efflux-impaired pdr1/pdr3 knockout yeast; score 100 = 6 SD above DMSO; calls only at 12 µM; hit rate 0.02% among 300,000; AID 1875;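 active = lowest replicate activity score at least 50, where 100 means six control SD above control mean; inconclusive = lowest score under 50 but half or more replicates reach 50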;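 note: yeast exposed to compound for 9 h at 30 °C; higher score means more reporter readthrough which indicates perturbed polyadenylation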
AI-2 QS modul: Vibrio harveyi AI-2 quorum sensing modulation; Vibrio harveyi JMH597 AI-2 luminescence/OD600 ratio, 9 h; active compounds read low; strain lacks LuxN and CqsS sensors; 0 = neutral-control median; activity change, % at 7.5 µM; hit rate 0.4% among 300,000; AID 2094; in the data active = activity change below about -75%, passing the limit was not always enough; inconclusive = no clear call, values can overlap the other calls;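 note: luminescence divided by OD600 gain over 9 h not by final OD600 alone; inactives centre near 13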
GSK3A inh: inhibitors of human GSK-3 alpha kinase | P49840 | ADP-Glo luminescence, 60 min | inhibition, % at 10 µM | hit rate 0.1% among 320,000 | AID 2650;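 in the data active = inhibition above about 50%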;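 note: GST-tagged GSK-3 alpha with peptide substrate and 25 µM ATP; 0% = DMSO neutral wells and 100% = GW8510 positive control wells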
HSP90 refold inh: blocks HSP90-mediated luciferase refolding in reticulocyte lysate; Rabbit reticulocyte lysate, luciferase refolding luminescence, 3 h; inhibition, % at 5.6 µM; hit rate 0.91% among 290,000;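 active = inhibition above the screen-wide mean plus 3 SD, computed separately per campaign, cut at about 16% in these data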;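 note: 0% = DMSO wells and 100% = 60 µM geldanamycin wells; inhibitors lower the luminescence because luciferase stays unfolded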
Numbers without * were called inactive; i = inactive; ? = inconclusive; / = no result given. An excerpt (hit frequency here may not be typical).

SMILES	HSF-1 act	HSF1 inh	Platelet DG rel	GSK3beta inhib	HDAC3 inhib	DYRK1A inh	PolyA inh	AI-2 QS modul	GSK3A inh	HSP90 refold inh
COc1ccc(N2CC(NC(=O)NCC(C)C)CC2=O)cc1 (stereo not given)	0	4	0	-2	?	-4	i	15	-6	2
C=CCSc1nc2ccsc2c(=O)n1-c1cccnc1	0	-3	0	-3	-2	1	i	-15	-1	-1
CCN(CC(=O)Nc1ccc(S(N)(=O)=O)cc1)S(=O)(=O)c1cc(C)ccc1OC	14	0	8	-4	-2	-7	i	27	0	1
CC(c1ccon1)N(C)C(=O)CCc1nnc(CCCCc2ccccc2)o1 (stereo not given)	0	-3	2	-1	-11	-2	i	-5	-10	0
COC(=O)c1ccc(CN2CCN(Cc3ccc(F)cc3)C(CCO)C2)cc1 (stereo not given)	-6	-7	-3	4	7	/	i	18	-1	0
COc1ccccc1NC(=O)CSc1nnc(C)s1	24	9	0	3	/	3	i	16	/	0
CC(C)(C)NC(=O)c1cccc2c1-c1ccccc1C2=O	25	7	-12	1	-7	10	i	-3	3	-3
COc1ccccc1C(=O)Nc1nc(-c2ccc3c(c2)OCCO3)cs1	-7	-5	-30	0	-14	24	i	18	-1	1
O=C(Nc1ccc(Cl)cc1)NC1(C(=O)NCCCN2CCOCC2)CCCCC1	10	-4	-2	3	10	10	i	14	1	0
Cc1ccccc1-c1ocnc1C(=O)Nc1ccccc1NC(=O)c1ccccn1	25	3	15	-1	3	4	i	22	-1	-2
Fc1ccc(-c2ccc(/C=N\n3cnnc3)o2)cc1Cl	11	-1	10	2	5	2	i	5	-3	8
CC(=O)Nc1ccc(S(=O)(=O)N(C)c2ccc(OCC(=O)OCC(=O)Nc3ccc(OC(F)F)cc3)cc2)cc1	-8	2	2	0	5	4	i	16	0	7
O=c1c(Cl)c(Nc2cccc(Cl)c2)cnn1-c1nc2ccccc2s1	-17	-15	0	2	-4	4	i	49	-5	16*
COc1ccccc1OCC(=O)NCC1CCCN(C(=O)c2ccccc2SC)C1 (stereo not given)	-3	-3	-10	1	-2	/	i	5	-1	-7
O=C(CCCCn1c(=O)c2ccccc2n(Cc2ccccc2F)c1=O)NC1CCN(Cc2ccccc2)CC1	27	7	6	-17	3	-7	i	14	-6	3
Cc1cc2c(cc(C(=O)N3CCC(C(=O)NC4CCCC4)CC3)n2Cc2c(F)cccc2Cl)o1	-2	4	0	1	-1	2	i	17	-1	/
CC(C)NC(=O)Cn1cc(C#N)c2cc(Br)ccc21	5	-3	-3	2	6	6	i	9	-1	-1
O=C(CN1CCCCCC1)Nc1ccc(Br)cn1	-2	0	-1	-2	-4	/	i	2	-2	-1
Cc1nc(CC(=O)Nc2nccs2)cs1	24	3	-1	-4	-3	3	i	18	7	-1
COc1ccc(-n2nnc3c(=O)n(CC(=O)N4CCC(C)CC4)cnc32)cc1	8	2	10	1	/	0	i	2	1	1
CCC(NS(=O)(=O)c1ccc(C)cc1)C(=O)O (stereo not given)	3	-1	-9	-1	1	-1	i	16	-5	-5
C=CCSC1=C(C#N)C(c2ccccc2C)CC(=O)N1 (stereo not given)	-15	-2	3	2	1	2	i	34	-1	-2
COc1ccccc1NS(=O)(=O)c1cccc(C(=O)NCC(c2ccccc2OC)N2CCCC2)c1 (stereo not given)	-7	-4	4	0	1	/	i	4	2	/
N#Cc1ccccc1Cn1c(=O)n(Cc2ccc(C(=O)NCc3ccco3)cc2)c(=O)c2ccccc21	2	15	-11	-19	-7	4	i	11	-1	6
CC1CN(C(=O)C2(C)CC2(Br)Br)CC(C)O1 (stereo not given)	-7	-3	-7	2	/	-11	i	18	/	1
More records
SMILES	HSF-1 act	HSF1 inh	Platelet DG rel	GSK3beta inhib	HDAC3 inhib	DYRK1A inh	PolyA inh	AI-2 QS modul	GSK3A inh	HSP90 refold inh
FC(F)(F)c1ccc(-n2ccnc2)nc1	-1	-2	0	2	2	-1	i	18	0	-1
CCOC(=O)c1c(S(=O)(=O)N2CCCCC2C)c(C)n(C)c1C (stereo not given)	-91	-88*	-2	1	4	-5	i	3	/	1
Cc1cc(NC(=O)COC(=O)c2nccnc2N)n(-c2ccccc2)n1	-9	-1	-2	1	-47	/	i	34	15	/
COc1ccc(NC(=S)NCc2ccc(S(N)(=O)=O)cc2)cc1OC	-1	-4	2	2	?	-3	i	34	-1	-4
Cc1cccc(NC(=O)CSc2nnc(-c3ccco3)o2)c1	15	-1	-13	2	-8	0	i	3	/	2
CCCCCCC(=O)Nc1cc2c(C)cc(=O)oc2cc1C	33	-6	0	-4	4	-1	i	12	-2	-2
COC(=O)Nc1nn(-c2ccc(OC)cc2)c(=O)c(C#N)c1C	-12	-8	11	2	4	/	i	-1	-2	2
N#Cc1cnn2ccc(-c3cc(N4CCOCC4)ccc3[N+](=O)[O-])nc12	0	-6	0	-1	6	6	i	3	-1	1
COCCNC(=O)[C@H]1N2C(=O)c3ccccc3C2SC1(C)C (stereo not given in full)	-4	0	5	1	7	-5	i	19	0	-6
CCOC(=O)C1CCN(C(=O)COc2ccc(S(=O)(=O)NC(C)C)cc2Cl)CC1	32	13	-2	-10	-6	2	i	0	-2	1
CC1(C)CC(=O)C2=C(C1)OC(N)=C([N+](=O)[O-])C2c1ccc(F)cc1 (stereo not given)	4	1	-1	0	8	/	i	9	-1	2
COc1ccccc1CCC(=O)N(CCC1=CCCCC1)c1c(N)n(Cc2ccccc2)c(=O)[nH]c1=O	20	11	-2	-2	-3	2	i	35	2	/
CCOCCCNC(=O)c1cc(-c2ccc(Br)s2)nc2ccccc12	1	5	1	-4	/	-4	i	2	-2	3
CNCC(O)CN(c1ccccc1)c1ccccc1 (stereo not given)	-14	-10	12	5	-1	0	i	24	-3	2
O=c1cc(CSc2nc3cc(Cl)ccc3o2)nc2sccn12	9	11	4	0	3	2	i	2	-5	1
CCOC(=O)c1ccc(NCc2nc3ccccc3[nH]2)cc1	-10	-3	-1	-1	-2	-1	i	17	-2	3
COc1ccccc1NC(=O)CN1C(=O)CC(C)S(=O)(=O)c2ccccc21 (stereo not given)	-13	-4	4	1	2	-4	i	11	-2	1
CC1Cc2ccccc2N1C(=O)C1CCCN(S(=O)(=O)c2cccc3nsnc23)C1 (stereo not given)	5	2	-7	0	5	0	i	19	-3	1
COc1ccccc1NC(=O)N1CCN(c2ccc3nncn3n2)CC1	9	4	13	0	-5	-1	i	28	-2	3
CNC(=O)c1cc2c(s1)CCCCCC2	-2	0	1	3	3	0	i	29	-1	8
O=C(NCCC1=CCCCC1)c1cc(COc2c(F)cccc2F)on1	7	0	-12	0	-3	/	i	14	-2	-3
O=[N+]([O-])c1ccc(/C=N/Nc2nc(N3CCCCCC3)nc(N3CCCCCC3)n2)o1	-4	12	-1	-2	7	7	i	14	-1	1
CC1(C)SC(=S)N(NC(=O)Nc2ccccc2)C1N(O)C(=O)Nc1cccc2ccccc12 (stereo not given)	32	22	-6	-1	9	15	i	4	/	-2
Cc1cc(=O)n2[nH]cc(-c3ccccc3)c2n1	-27	-11	16	3	8	29	i	8	-3	-3
Fc1ccc(NC(=S)Nc2cc(Cl)ccc2Cl)cc1	77*	43	-6	1	-12	-3	i	22	1	1
Later entries
SMILES	HSF-1 act	HSF1 inh	Platelet DG rel	GSK3beta inhib	HDAC3 inhib	DYRK1A inh	PolyA inh	AI-2 QS modul	GSK3A inh	HSP90 refold inh
O=C(Nc1nc2ccccc2[nH]1)c1cccc(Br)c1	36	35	-6	0	6	-3	i	14	-2	12
CCOc1ccc(S(=O)(=O)N(CC)CC)cc1NS(=O)(=O)c1ccc(F)c(F)c1F	-16	-9	7	-3	-1	-8	i	38	-2	1
COc1ccccc1Nc1cc2cc(Br)ccc2c(=O)[nH]1	6	0	3	-4	2	41	i	20	-5	/
CCN(CC(=O)N1CCCC1)S(=O)(=O)c1ccc2ccccc2c1	1	-1	-1	1	-3	-2	i	16	-3	0
O=c1[nH]c(=S)[nH]c2c1CN(Cc1ccc(F)cc1)CC2	-2	0	2	2	-11	/	i	-3	11	-1
COc1ccc(-c2[nH]nc(-c3ccccc3)c2-c2nc3ccccc3[nH]2)cc1	33	-1	1	-3	1	2	i	15	-2	5
COc1ccc(N(C(=O)Cc2cccs2)C(C(=O)NC2CCCCC2)c2cccn2C)cc1 (stereo not given)	8	9	-7	-1	-4	2	i	26	0	9
CC(C)N(CCc1ccncc1)C(=O)Nc1ccc(F)cc1	26	7	7	3	7	0	i	25	-1	1
O=C(c1ccc(NC2=NC3CS(=O)(=O)CC3S2)cc1)N1CCN(Cc2ccccc2)CC1 (stereo not given)	8	-2	1	-2	-3	8	i	13	0	0
CCN(CC)C(=O)Cn1cc(SCC(=O)NCc2ccco2)c2ccccc21	12	-3	2	1	-1	/	i	39	5	-2
CN(C)N1C(N)=C(C#N)C(c2ccsc2)C2=C1CC(C)(C)CC2=O (stereo not given)	-3	8	0	1	-1	0	i	8	-1	1
COc1cc(N/N=C/c2ccc(N(C)C)cc2)ncn1	21	-10	57*	-1	-3	7	i	17	0	16
Cc1cc(N2CCCC2=O)ccc1S(=O)(=O)NCCOc1ccccc1	-11	-1	1	3	1	1	i	27	-2	2
COc1ccc(OCC(=O)N/N=C(\C)CC(=O)Nc2cccc([N+](=O)[O-])c2)cc1	9	10	12	0	5	2	i	13	-4	0
Cn1nnnc1-c1cc(Br)ccc1NC(=O)c1ccccc1	-10	-3	-7	-3	-3	3	i	-6	-2	2
Cc1nn2c(nc1=O)SCC(c1ccccc1)=N2	8	0	-3	3	7	27	i	33	2	5
COc1ccccc1CC(=O)Nc1c[nH]c(=O)[nH]c1=O	11	0	-2	2	?	-2	i	13	-2	2
CCN(CC)CCCNC(=O)c1sc2nc(-c3ccc(F)cc3)cn2c1C	-10	0	2	4	-2	10	i	15	2	7
CCC(C(=O)Nc1ccc(C(=O)N2CCCC2)cc1)c1ccccc1 (stereo not given)	-24	-3	-4	0	4	-5	i	27	-8	2
O=C1c2cc(F)ccc2-n2c1nc1ccccc1c2=O	37	17	-1	-1	2	-2	i	30	-1	73*
CN(C)S(=O)(=O)c1ccc(C(=O)Nc2nnc(-c3cccs3)o2)cc1	4	0	-4	1	2	1	i	71	1	0
CC(C)Oc1cccc(C(=O)NC(=S)Nc2ccccc2N2CCOCC2)c1	10	4	4	-5	3	0	i	17	-2	4

Exported with two lines to a compound: entries from further up.
Values in the order: HSF-1 act | HSF1 inh | Platelet DG rel | GSK3beta inhib | HDAC3 inhib | DYRK1A inh | PolyA inh | AI-2 QS modul | GSK3A inh | HSP90 refold inh
- CC(=O)Nc1ccc(S(=O)(=O)N(C)c2ccc(OCC(=O)OCC(=O)Nc3ccc(OC(F)F)cc3)cc2)cc1
  -8 | 2 | 2 | 0 | 5 | 4 | i | 16 | 0 | 7
- O=c1c(Cl)c(Nc2cccc(Cl)c2)cnn1-c1nc2ccccc2s1
  -17 | -15 | 0 | 2 | -4 | 4 | i | 49 | -5 | 16*
